PriA SSB inh: K. pneumoniae PriA-SSBct interaction inhibition; 430,000 compounds, 0.6% hits; AID 1272365; inhibition, % at 33 µM; AlphaScreen SSBct-PriA binding, biotinylated peptide; in the data active = inhibition mostly above about 37%, no sharp cut-off; inactive = mostly below about 20%;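 note: plate controls were negative control peptide for no effect and reference peptide for full effect; strong numbers were not always called active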
Numbers without * were called inactive; i = inactive; & = joins results of further samples. An excerpt; the hit share may differ from the screen's.

Start of the data: the first 25 compounds (preview)
SMILES | PriA SSB inh
O=C1C2C(C(=O)N1N=Cc1ccc([N+](=O)[O-])o1)C1C=CC2C12CC2 (stereo not given) | -12
CCCCOc1ccc(C(=O)NCc2ccnc(N(C)C)n2)cc1 | 0
Cc1csc2nc(CCNC(=O)c3ccco3)cn12 | 5
CC1(C)Cc2cccc(OCC(=O)NCCCS(=O)(=O)N3CCN(c4ncccn4)CC3)c2O1 | -6
COc1cc(Cn2nc(-c3cccs3)c3sc(N4CCOCC4)nc3c2=O)cc(OC)c1 | 5
O=C(NN=C/C=C/c1ccccc1)C1CC1(c1ccccc1)c1ccccc1 (stereo not given) | 3
COc1ccc(C)c2sc(NC(=O)[C@@H]3CCCN3S(=O)(=O)c3ccc(F)cc3)nc12 | 3
Cc1ccc(NC(=O)Nc2c[nH]c3ccccc23)cc1Cl | -10
O=C(Nc1c(F)cccc1F)N1CC(c2nc(-c3ccco3)no2)C1 | 2
CSc1ccccc1NC(=O)C(=O)NCCC(O)c1ccco1 (stereo not given) | 5
CCOc1ccc(-c2noc(CN3C(=O)COc4cc(C(C)(C)C)ccc43)n2)cc1 | -10
Cc1nnc(NC(=O)CCn2cnc3c(cnn3-c3ccc(F)cc3)c2=O)s1 | -9
Cc1ccc(C(=O)N/N=C/c2ccc(-c3ccc(Cl)c(Cl)c3)o2)cn1 | i
Cc1ccccc1OCC(=O)NCC1(c2ccc(F)cc2)CC1 | -23
O=C(CSc1nc2ccc(N3CCOCC3)cc2c(=O)n1Cc1ccccc1)Nc1nccs1 | 3
O=C(NCc1cc(-c2cccs2)on1)c1cc(=O)c2ccccc2o1 | -10&-6
CCOC(=O)N1CCN(C(=O)CSc2cn(Cc3ccc(Br)cc3)c3ccccc23)CC1 | 0
O=C(Cc1csc(NC(=O)c2ccc[nH]c2=O)n1)NCc1ccco1 | 1
COc1ccc2cc(C(=O)N3C4CCC3CC(SC)C4)[nH]c2c1 (stereo not given) | 11
COc1ccc(NC(=O)CS(=O)(=O)c2cccs2)cc1OC | -4
Cn1cc(S(=O)(=O)N2CCCN(C(=O)c3ccc(OC(F)(F)F)cc3)CC2)cn1 | -6
COc1cccc2sc(Nc3sc4c(c3-c3nc5ccccc5s3)CCC(C)C4)nc12 (stereo not given) | -1
O=C(COc1ccc(Cl)cc1Cl)N1CCCC(Cc2nc(-c3cnccn3)no2)C1 (stereo not given) | -24
Cc1cc(SCC(=O)NCc2ccc3c(c2)OCO3)nc2ccccc12 | -3
COc1cccc(CC(=O)NCC#CCN2CCCC2)c1 | -6

This part in full, from the first entry:
SMILES | PriA SSB inh
O=C1C2C(C(=O)N1N=Cc1ccc([N+](=O)[O-])o1)C1C=CC2C12CC2 (stereo not given) | -12
CCCCOc1ccc(C(=O)NCc2ccnc(N(C)C)n2)cc1 | 0
Cc1csc2nc(CCNC(=O)c3ccco3)cn12 | 5
CC1(C)Cc2cccc(OCC(=O)NCCCS(=O)(=O)N3CCN(c4ncccn4)CC3)c2O1 | -6
COc1cc(Cn2nc(-c3cccs3)c3sc(N4CCOCC4)nc3c2=O)cc(OC)c1 | 5
O=C(NN=C/C=C/c1ccccc1)C1CC1(c1ccccc1)c1ccccc1 (stereo not given) | 3
COc1ccc(C)c2sc(NC(=O)[C@@H]3CCCN3S(=O)(=O)c3ccc(F)cc3)nc12 | 3
Cc1ccc(NC(=O)Nc2c[nH]c3ccccc23)cc1Cl | -10
O=C(Nc1c(F)cccc1F)N1CC(c2nc(-c3ccco3)no2)C1 | 2
CSc1ccccc1NC(=O)C(=O)NCCC(O)c1ccco1 (stereo not given) | 5
CCOc1ccc(-c2noc(CN3C(=O)COc4cc(C(C)(C)C)ccc43)n2)cc1 | -10
Cc1nnc(NC(=O)CCn2cnc3c(cnn3-c3ccc(F)cc3)c2=O)s1 | -9
Cc1ccc(C(=O)N/N=C/c2ccc(-c3ccc(Cl)c(Cl)c3)o2)cn1 | i
Cc1ccccc1OCC(=O)NCC1(c2ccc(F)cc2)CC1 | -23
O=C(CSc1nc2ccc(N3CCOCC3)cc2c(=O)n1Cc1ccccc1)Nc1nccs1 | 3
O=C(NCc1cc(-c2cccs2)on1)c1cc(=O)c2ccccc2o1 | -10&-6
CCOC(=O)N1CCN(C(=O)CSc2cn(Cc3ccc(Br)cc3)c3ccccc23)CC1 | 0
O=C(Cc1csc(NC(=O)c2ccc[nH]c2=O)n1)NCc1ccco1 | 1
COc1ccc2cc(C(=O)N3C4CCC3CC(SC)C4)[nH]c2c1 (stereo not given) | 11
COc1ccc(NC(=O)CS(=O)(=O)c2cccs2)cc1OC | -4
Cn1cc(S(=O)(=O)N2CCCN(C(=O)c3ccc(OC(F)(F)F)cc3)CC2)cn1 | -6
COc1cccc2sc(Nc3sc4c(c3-c3nc5ccccc5s3)CCC(C)C4)nc12 (stereo not given) | -1
O=C(COc1ccc(Cl)cc1Cl)N1CCCC(Cc2nc(-c3cnccn3)no2)C1 (stereo not given) | -24
Cc1cc(SCC(=O)NCc2ccc3c(c2)OCO3)nc2ccccc12 | -3
COc1cccc(CC(=O)NCC#CCN2CCCC2)c1 | -6
Cn1ccnc1SCC1CCN(S(=O)(=O)c2ccc(OC(F)(F)F)cc2)CC1 | 4
O=S(=O)(N=S(N1CCOCC1)N1CCOCC1)c1ccccc1 | -17
CSc1ccc(CNC(=O)CSc2cc(Oc3cc(C)cc(C)c3)ncn2)cc1 | -6
O=C(Cc1ccc2c(c1)OCO2)Nc1nc2c(s1)COc1ccccc1-2 | -10
O=C(COC(=O)c1ccc(C2Nc3ccccc3S(=O)(=O)N2)cc1)Nc1cc(F)ccc1F (stereo not given) | 0
C=CCN(CC=C)CC(O)Cn1c(-c2ccc(OC)cc2)cc2ccccc21 (stereo not given) | -3
Cc1ccc(OCC(=O)Nc2ccc(S(=O)(=O)N3CCCC3)cc2)c(Br)c1 | -26
Cc1ccccc1-c1noc(C[C@H]2CCCN(C(=O)c3ccccc3OC(F)(F)F)C2)n1 | -11
CSc1ccccc1NC(=O)C(=O)NCCC(O)c1ccc2c(c1)OCO2 (stereo not given) | 13
Cc1ccc(C)c(CSc2cn(Cc3ccc(F)cc3)c3ccccc23)c1 | -4
CC(=O)c1cccc(NC(=O)C[C@H](C)n2nc(C)cc2C)c1 | -10
O=C(CC1CC1)NCCC(O)C1CCOCC1 (stereo not given) | -14
COc1ccc(-c2nc(CNC(=O)c3ccc(-n4cncn4)nn3)cs2)cc1 | -16
Cn1c(C2CC(=O)N(c3cccc(C(F)(F)F)c3)C2)nc2ccccc21 (stereo not given) | -13
CC(Oc1ccccc1F)C(=O)NCCOc1ccc(F)cc1 (stereo not given) | -20&-16
Cn1nc2c(c1NC(=O)c1cc(Cl)ccc1Cl)CCC2 | -10
COc1ccc(C=NNc2nncn2N)cc1Br | 3
CCOC(=O)c1cnn2ccc(NC(=O)C3(c4cccs4)CCCC3)cc12 | -30
O=C(NCCN1CCOCC1)C(=O)NCC1CCN(Cc2cccs2)CC1 | -8
CCn1ccc(C(=O)Nc2sccc2C(=O)OC)n1 | -1&0
CCOCC(=O)NCC(C)(O)CCSC (stereo not given) | -5
COc1ccc(C(O)=C2C(=O)C(=O)N(CCN(C)C)C2c2ccccn2)cc1OC (stereo not given) | -4
Cc1c(C(=O)OCc2ccccc2)sc(=S)n1C | -6
COc1cc(OC)c(NC(=O)CSc2nc3ccsc3c(=O)n2Cc2ccccc2Cl)cc1Cl | -7
CCOc1ccc(CNC(=O)Cn2cnc3c([nH]c4ccc(C)cc43)c2=O)cc1OCC | -10
Next entries
SMILES | PriA SSB inh
CC(=O)NCCn1ncc2c(=O)n(Cc3cccc(F)c3)cnc21 | 0
Cc1nc(CC(=O)O)cs1 | 8
CC1(C)Cc2cccc(OCC(=O)Nc3nc4c(s3)CN(S(C)(=O)=O)CC4)c2O1 | -3
Cc1cc(C)n(CCNC(=O)c2cc(N3CCCC3)ncn2)n1 | -11
C=CCNC(=O)C(=O)NCC(c1cccs1)S(=O)(=O)c1cccs1 (stereo not given) | -4
CCOC(=O)c1c(NC(=O)CC(NCc2cccnc2)C(=O)O)sc2c1CCCC2 (stereo not given) | 9
COc1ccc(C(=O)NCC#CCN(C(C)C)C(C)C)cc1 | -11
O=C(CSC1CCCC1)NCC1CCN(S(=O)(=O)C2CC2)CC1 | 5
CCc1nc(Oc2cccc3ccc(C)nc23)c2c3c(sc2n1)CCCC3 | -8
CCn1cc(NC(=O)N2CC(C)OC(C)C2)c2ccccc21 (stereo not given) | 9
CCOC(=O)c1cccc(NC(=O)Cn2c(=O)nc(-c3ccccc3)c3ccccc32)c1 | -4
CC(Oc1ccc(Cl)cc1Cl)C(N)=NO (stereo not given) | 0
CCCN1CCCc2cc(CCNC(=O)CC(C)C)ccc21 | 55
CCOc1ccccc1NC(=O)c1cccn(Cc2cccc(Cl)c2)c1=O | -32
O=C(O)c1n[nH]c(=O)c2ccccc12 | -16&-3
O=C(c1ccoc1)N1CCC(CNS(=O)(=O)c2ccc3c(c2)CCCC3)CC1 | 5
Cc1ccc(NC(=O)CSc2nnc(Cc3cccn3C)n2-c2ccc(C)cc2)cc1 | 37
O=C(NC(c1cccnc1)C1CCOCC1)c1ccc(S(=O)(=O)N2CCOCC2)cc1 (stereo not given) | -18
CC(=O)NN=C(c1ccccc1)C(O)c1ccccc1 (stereo not given) | -10
COc1ccccc1-n1c(CNC(=O)c2ccccc2F)n[nH]c1=S | -13
O=C(Nc1nc(CC(=O)N2CCc3ccccc3C2)cs1)c1ccc(Cl)cc1 | 13
CCOc1ccc(NC(=O)c2sc(Nc3ccccc3OC)nc2C)cc1 | 16
O=C(NCc1cccs1)N1CC(N2C(=O)C3CC=CCC3C2=O)C1 (stereo not given) | -8
CN(C)CCNc1nc2ccc(Br)cc2s1 | 22
COC(=O)c1ccc(C(=O)NCC2CCN(C(=O)c3cccnc3)CC2)cc1 | -3
Cc1noc(C2(NC(=O)COc3ccc(Cl)cc3)CCCCC2)n1 | -6
O=C(CC(=O)Nc1ccc(Cl)c(Cl)c1)NN=Cc1ccc(O)cc1 | 6
CCCCn1c(N=Cc2ccc3c(c2)OCO3)nc2ccccc21 | 8
CSc1ccc(CCC(=O)N2CC(S(=O)(=O)Cc3ccco3)C2)cc1 | -7
O=C(CSc1nnc(NC(=O)c2ccc(F)cc2)s1)Nc1cc(C(F)(F)F)ccc1Cl | -10
O=C(NCc1ccco1)c1ccc(=O)n(Cc2ccccc2)n1 | -8
O=C(CN1C(=O)CCC1=O)NCCn1ccc(-c2cccs2)n1 | -12
CC(=NNC(=O)c1cccc(C)c1)c1ccc(N2CCOCC2)cc1 | 0
NC(=Nc1nc2c(c(=O)[nH]1)CCC2)Nc1ccccc1C(F)(F)F | -1
COc1ccccc1C(=O)Nc1nc(-c2ccc([N+](=O)[O-])cc2)cs1 | -6
Cc1ccc(NC(=O)C(=O)NCC2(c3cccs3)CC2)cc1Cl | -22
O=C(c1ccoc1)N1CCC(CNS(=O)(=O)c2ccc(Br)s2)CC1 | -5
COc1ccc(-c2c(C)nn3c(-n4nc(C)cc4C)cc(C)nc23)cc1OC | 5
O=C(Nc1cccc(-c2ccc(N3CCOCC3)nn2)c1)c1ccco1 | -20
CCOc1ccc(-n2c(O)c(C=C3C=Nc4ccccc43)c(=O)[nH]c2=O)cc1 | -2
COc1ccccc1N1CC(C)Cn2c1nc1c2c(=O)n(CC(C)=O)c(=O)n1C (stereo not given) | -29
O=C(NN=C(Cc1ncc[nH]1)c1ccccc1)c1cccnc1 | 10
COc1cc2ccccc2cc1C(=O)Nc1cccc(C)c1C | -1
Cc1c(Cc2ccc(Cl)cc2)c(NCCCN2CCOCC2)n2c(nc3ccccc32)c1C#N | -11
Cc1cc(=O)n2c(n1)SCC2CC(=O)NCCc1ccc(S(N)(=O)=O)cc1 (stereo not given) | 8
CN1C(=O)c2cc(NC(=O)C3CCCC3)ccc2Oc2ccccc21 | -9
Cc1nc2sc(C(=O)O)c(N)c2c(C)c1Cl | -3
COc1ccc(CCNC(=O)N2c3ccccc3CC2C(N)=O)cc1 (stereo not given) | -9
CCC1C(=O)NC(=O)NC1=O | -14
O=C1CCCC(=O)N1CCS(=O)(=O)N1CCN(c2nc3c(C(F)(F)F)cccc3s2)CC1 | -10
(more compounds)
SMILES | PriA SSB inh
Cc1cc(-c2csc(N)n2)c(C)o1 | 12
CC1(NC(=S)N2CCCCCC2)CCS(=O)(=O)C1 (stereo not given) | -2
COC(=O)C1CC(Oc2ccccc2F)CN1C(=O)Cc1ccc(SC(C)C)cc1 (stereo not given) | 3
N#Cc1ccccc1S(=O)(=O)N1CCC(S(=O)(=O)c2ccc(F)cc2)CC1 | 2
O=c1c2ccccc2n(Cc2ccc(F)cc2Cl)c(=O)n1Cc1ccccc1 | -23
O=C(NCc1ccccc1Cl)C(=O)NCC(O)(c1ccccc1)C(F)(F)F (stereo not given) | -37
O=S(=O)(NCCNc1ccc(Nc2ccccn2)nn1)c1ccc(C(F)(F)F)cc1 | 22
COc1ccc(O)c(C=NN=C2C(=O)Nc3ccccc32)c1 | 7
O=c1cc(O)nc(-c2ccccn2)[nH]1 | 45
O=C(c1cc2ccccc2oc1=O)N1CCN(c2ccc(-c3cccnc3)nn2)CC1 | -1
COc1ccc(Cc2nnc(SCC(=O)Nc3ccc(Cl)c(Cl)c3)n2N)cc1 | -2
CC(=NNC(N)=O)c1c(O)n(C)c(=O)n(C)c1=O | -22
COc1cccc(-c2cn3c(C(=O)N4CCN(c5ccccc5OC)CC4)csc3n2)c1 | 20
O=C(CC1CSc2nc3c(c(=O)n21)CCCC3)N1CCc2ccccc2C1 (stereo not given) | 1
O=C(Nc1ccc2c(c1)N(C(=O)C1CC1)CC2)c1ccccc1C(F)(F)F | 5
Cn1c(=O)oc2ccc(S(=O)(=O)N3CC(n4cc(-c5ccccc5)nn4)C3)cc21 | -6
CCS(=O)(=O)c1ccc(C(=O)Nc2nnc(-c3ccc(Br)cc3)o2)cc1 | 0
COc1cc(C(=O)NCC(c2cccs2)N(C)C)c([N+](=O)[O-])cc1OC (stereo not given) | 1
Cc1ccc2oc(N=C(N)NC(=O)C(C)(C)C)nc2c1 | -6
Cc1noc(-c2sccc2NC(=O)c2ccc3ncsc3c2)n1 | -13
Brc1ccc(-c2csc(NN=Cc3ccc4c(c3)OCO4)n2)cc1 | 1
CCC(CC)C(=O)NCCN1CCn2cc(OCc3ccc(F)cc3)c(=O)cc2C1=O | -15
C=CCn1c(SCC(=O)NCC2CCCO2)nc2scc(-c3ccccc3Cl)c2c1=O (stereo not given) | -6

Screening results deposited in PubChem by Small Molecule Screening Facility, UW Madison.
